Source: PubChem (The Scripps Research Institute Molecular Screening Center)
TEAD-YAP inh – TEAD-YAP interaction inhibition; HEK-TIYL cells, TEAD-Gal4/YAP UAS-luciferase luminescence; inhibition, % at 9.12 µM; 1.4% of 640,000 active; AID 1259422; in the data active = inhibition above about 32%;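 also: 0% = median of test compound wells and 100% = reference inhibitor wells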
GPR151 activ – human GPR151 activation. AID 1508602. 1% of 650,000 active. PathHunter beta-arrestin GPR151 cells, luminescence. Q8TDV0. activation, % at 11.2 µM; in the data active = activation above about 4.9%;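 also: 0% = median of compound wells and 100% = cells with positive control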
Target sequence (Q8TDV0 whole entry, looked up): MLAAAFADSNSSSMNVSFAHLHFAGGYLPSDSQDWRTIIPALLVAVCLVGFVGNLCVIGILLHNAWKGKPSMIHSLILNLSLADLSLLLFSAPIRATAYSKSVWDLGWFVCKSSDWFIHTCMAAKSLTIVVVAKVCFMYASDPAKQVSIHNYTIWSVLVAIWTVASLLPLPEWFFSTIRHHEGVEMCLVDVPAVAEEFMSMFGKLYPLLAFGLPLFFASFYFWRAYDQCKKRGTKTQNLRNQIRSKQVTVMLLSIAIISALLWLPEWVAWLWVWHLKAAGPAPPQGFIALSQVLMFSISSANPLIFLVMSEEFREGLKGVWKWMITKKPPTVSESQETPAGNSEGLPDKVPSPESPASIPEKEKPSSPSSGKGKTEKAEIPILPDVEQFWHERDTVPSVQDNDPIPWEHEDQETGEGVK
MITF inh – blocks human microphthalmia-associated transcription factor; AlphaScreen MITF homodimerization, bead proximity signal; inhibition, % at 2.6 µM; 0.91% of 650,000 active; in the data active = inhibition above about 50%;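 also: 0% = vehicle wells with protein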
Target sequence (O75030 whole entry, looked up): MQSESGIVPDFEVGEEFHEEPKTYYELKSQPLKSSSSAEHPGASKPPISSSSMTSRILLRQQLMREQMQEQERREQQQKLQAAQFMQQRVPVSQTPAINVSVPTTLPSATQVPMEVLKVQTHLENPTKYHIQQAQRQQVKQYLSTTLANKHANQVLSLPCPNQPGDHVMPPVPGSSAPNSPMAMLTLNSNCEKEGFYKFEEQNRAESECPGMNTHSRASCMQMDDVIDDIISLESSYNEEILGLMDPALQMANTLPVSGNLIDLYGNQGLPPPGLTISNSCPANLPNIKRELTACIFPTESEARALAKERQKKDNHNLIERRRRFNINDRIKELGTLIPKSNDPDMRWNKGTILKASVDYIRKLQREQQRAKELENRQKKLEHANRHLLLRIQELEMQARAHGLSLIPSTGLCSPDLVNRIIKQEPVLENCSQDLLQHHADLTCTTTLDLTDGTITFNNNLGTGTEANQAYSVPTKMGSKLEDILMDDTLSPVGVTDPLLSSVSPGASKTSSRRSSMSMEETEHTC
FBW7 activator – human FBW7 E3 ligase activation, primary screen; AlphaScreen FBW7–phospho-cyclin E peptide binding, activator screen; normalized activity (activation), % at 26.1 µM; 0.13% of 650,000 active; AID 1259310; in the data active = normalized activity above about 1.9%;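 also: purified mutant Fbw7 with reduced substrate affinity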
An asterisk follows results filed as active; · = not tested or not shown; & = joins results of further samples.

SMILES	TEAD-YAP inh	GPR151 activ	MITF inh	FBW7 activator
Cc1cc(C=C2C(=O)CC(C)(C)CC2=O)c(C)n1C1CC1	3	-0.5	7	-0.5
CSc1ncccc1C(=O)NCc1ccco1	-1	0.5	1	0.1
CCCCCOC(=O)c1c(C)oc2c1cc(NS(=O)(=O)c1cccc([N+](=O)[O-])c1)c1ccccc12	-6	-1.9	2	0.0
[2H]C([2H])(/C=C\C[C@H]1[C@@H](O)CC(=O)O[C@@H]1/C=C/[C@@H](O)CCCCC)C([2H])([2H])CC(=O)O	·	-0.3	7	·
O=C(c1nc(-c2cccnc2)no1)N1CCN(Cc2ccccc2)CC1	7	-1.8	-2	0.0
O=[N+]([O-])c1cccc(NC2=NS(=O)(=O)c3ccccc32)c1	0	-1.6	15	0.5
CCC(=O)Nc1cc(C)c(NC(=O)C23CC4CC(CC(C4)C2)C3)cn1	1	-0.5	10	0.8
Cc1ccccc1OCC(O)Cn1c(N2CCOCC2)nc2c1c(=O)[nH]c(=O)n2C (centres undefined)	-3	0.1	3	0.0
CC(=O)c1ccc(OCC(=O)Nc2ccc(C)cc2Br)cc1	-7	-1.8	2	0.2
Cc1ccc(CNC(=S)N2CCN(Cc3ccco3)CC2)cc1	4	-0.3	44	0.0
O=C(/C=C(\O)c1ccccc1)C(F)(F)C(F)F	-5&-5	-0.2&0.1	6&-6	0.3&-0.1
Clc1ccc2[nH]c3nc(SCC4CCCO4)nnc3c2c1 (centres undefined)	-42	0.2	3	-0.1

Rewritten field by field: 4 of the compounds above.
O=C(c1nc(-c2cccnc2)no1)N1CCN(Cc2ccccc2)CC1
  TEAD-YAP inh = 7; GPR151 activ = -1.8; MITF inh = -2; FBW7 activator = 0.0

O=C(/C=C(\O)c1ccccc1)C(F)(F)C(F)F
  TEAD-YAP inh = -5&-5; GPR151 activ = -0.2&0.1; MITF inh = 6&-6; FBW7 activator = 0.3&-0.1

CCC(=O)Nc1cc(C)c(NC(=O)C23CC4CC(CC(C4)C2)C3)cn1
  TEAD-YAP inh = 1; GPR151 activ = -0.5; MITF inh = 10; FBW7 activator = 0.8

O=[N+]([O-])c1cccc(NC2=NS(=O)(=O)c3ccccc32)c1
  TEAD-YAP inh = 0; GPR151 activ = -1.6; MITF inh = 15; FBW7 activator = 0.5

New compounds follow:
SMILES	TEAD-YAP inh	GPR151 activ	MITF inh	FBW7 activator
COc1ccc(S(=O)(=O)NC(C)C)cc1Br	0	2.7	2	0.1
CS(=O)(=O)c1ncc(Cl)c(C(=O)N2CCN(c3cccc(Cl)c3)CC2)n1	6	-0.5	17	-0.1
CCCOC(=O)C(C)Oc1ccc2c3c(c(=O)oc2c1)CCC3 (centres undefined)	0	1.1	5	0.0
O=C(CN1CC(=O)Nc2ccccc21)Nc1ccccc1-c1ccccc1	-7	1.2	-6	0.0
CCOC(=O)c1c(C)c(C(=O)NCCCN2CCCC2=O)c(C)n1CC	-11	-0.2	24	1.0
CCN(CC)c1ccc(/C=C2/C(=N)N3N=C(C(C)C)SC3=NC2=O)cc1	-1	0.7	-10	0.2
O=C(Cn1ccn(-c2ccccc2)c(=O)c1=O)Nc1ccc(F)cc1	-7	-1.6	2	0.2
COc1ccc(OC(C)C(=O)Nc2cccc(C#N)c2)cc1 (centres undefined)	12	0.0	2	0.0
CCOC(=O)C1=C(C)N=c2s/c(=C\c3ccc(OCc4ccc([N+](=O)[O-])cc4)cc3)c(=O)n2C1c1ccc(Cl)cc1 (centres undefined)	5	0.4	-2	-0.1
CCCCNc1nc(CC(=O)OC)nc2sc(C(=O)OCC)c(C)c12	-5	-1.4	-2	-0.1
Cc1ccc(CN(CC(=O)O)S(=O)(=O)c2ccc(Br)cc2)cc1	-4	-2.0	-6	-0.3
CCN1CCN(C2CC(=O)N(c3ccc(C)cc3)C2=O)CC1 (centres undefined)	-4	1.2	-6	0.1
CC(C)CCNC(=O)CN(C(=O)Cn1nnc(-c2ccccc2F)n1)c1ccc(F)cc1	15	0.8	-3	0.1
CCC(=O)NC(=S)Nc1ccc(F)cc1	0	-0.2	16	0.3
O=[N+]([O-])c1cc(Sc2ccccc2)c2c(C3OCCO3)nn(-c3ccccc3)c2c1	-6	0.3	12	0.1
Nc1nnc(SCc2ccc(Cl)cc2)s1	1	-0.9	8	0.3
Cn1c(=NC(=O)c2coc3ccccc3c2=O)sc2cccc(F)c21	-12	2.5	-5	-0.6
COc1cc(C(=O)Oc2ccc3c(OC)c4ccoc4nc3c2OC)cc(OC)c1OC	1	1.2	3	-0.1
COc1cccc(-c2cc(C(=O)Nc3cnn(Cc4ccc(F)cc4)c3)no2)c1	0	-0.2	0	-0.1
N#Cc1cc2cc3c(cc2nc1NCCNC(=O)CCC(=O)O)OCO3	0	1.3	-1	-0.2
CCOC(=O)N1CCN(c2c(N3CCN(c4cccc(Cl)c4)CC3)c(=O)c2=O)CC1	2	-1.8	8	0.5
CC1=CCC2C(=O)N(c3ncccn3)C(=O)C2C1 (centres undefined)	-10	-0.3	-7	-0.1
Cc1cc(C(=O)NCC(C)Oc2cccc(CN(C)Cc3cnn(C)c3)c2)c(=O)[nH]c1C (centres undefined)	-7	2.6	4	0.0
Fc1ccc(Cn2nnnc2CN(Cc2cccnc2)Cc2ccco2)cc1	-7	-0.6	-6	0.2
O=C(Cn1ncc2c3ccccc3n(Cc3cccc(Cl)c3)c2c1=O)NCc1ccco1	0	0.0	7	0.1
CC1CN=C(N(Cc2ccccc2)S(=O)(=O)c2ccc(Cl)s2)S1 (centres undefined)	-5	2.9	6	0.4
O=C(O)c1ccc2c(=O)n(CCCN3CCCC3=O)c(=S)[nH]c2c1	-7	1.6	2	0.5
CCOc1ccc(CCn2c(-c3ccccc3)c(CC)n3c4c(=O)n(C)c(=O)n(C)c4nc23)cc1OCC	-7	-0.9	1	-0.2
COC(=O)Cn1c(=O)cc(N)n(Cc2ccccc2)c1=O	-4	-1.5	18	0.1
O=C(Nn1cnnc1)c1sc2cccc(F)c2c1Cl	1	-1.8	11	0.7
O=C1NN(c2cccc(Cl)c2)C(=O)/C1=C/c1cc2c(cc1Br)OCO2	6	1.4	23	0.0
CCOc1ccc2nc(Cl)c(CN(Cc3ccco3)C(=O)c3cnccn3)cc2c1	15	0.0	5	0.0
CCOC(=O)C1=C(O)/C(=C/c2ccc(OC)c(O)c2)SC1=Nc1ccc([N+](=O)[O-])cc1	6	-0.2	5	0.0
CCOc1ccccc1NC(=O)CN1C(=O)COc2ccc(C)cc21	-4	-0.4	5	-0.2
O=C(CN1Cc2ccccc2OC(c2ccsc2)C1)NCCCOc1cccnc1 (centres undefined)	-15	4.8	-5	-0.1
O=C(NCc1ccccc1)NCc1noc2ccccc12	-31	0.6	-10	0.1
COc1ccc2c(CNCc3ccco3)c(C(=O)O)[nH]c2c1	-1	1.0	11	0.6
COc1ccc(NC(=O)c2sc(C)c(CC(=O)O)c2O)cc1	17	-1.0	2	0.0
O=C1N[C@@H](COCc2ccccc2)C(=O)N2CCN(Cc3ccc4ncccc4c3)C[C@H]12	1	-1.0	-15	-0.1
CCC(=O)Nc1c(C)nn(-c2ccc(C)c(C)c2)c1C	-27	-0.7	-2	0.0
Cc1ncc(CO)c(/C=N/NC(=O)CCCOc2ccc(Cl)cc2Cl)c1O	55*	0.6	9	-0.2
CCCC(c1nnnn1Cc1ccccc1)N1CCC(C(N)=O)CC1 (centres undefined)	13	-3.0	13	1.0
CSc1nnc(NC(=O)c2ccc(Cl)cc2Cl)s1	-36	-5.2	3	-0.1
CCOC(=O)C1CCCCN1C(=O)CCc1nnc(C2CCCCC2)o1 (centres undefined)	-46	-1.5	-7	-0.1
CCOc1ccc(OCC)c(NS(=O)(=O)c2ccc(OCC)c3ncccc23)c1	17	0.7	7	-0.1
Cc1ccc2c(Cl)cc(Cl)c(OCC(=O)OCC(=O)Nc3cc(C)on3)c2n1	1	-0.6	11	0.3
Cc1ccc(C(=O)N/C(=C/c2ccccc2Cl)C(=O)NCc2ccccc2)cc1	8	-0.7	9	0.0
CCOc1ccccc1NC(=O)NCCN1CCN(C(=O)c2cccs2)CC1	-1	-0.7	13	0.3

Part of the list above, in markdown.
| Compound | TEAD-YAP inh | GPR151 activ | MITF inh | FBW7 activator |
| --- | --- | --- | --- | --- |
| CCCC(c1nnnn1Cc1ccccc1)N1CCC(C(N)=O)CC1 (centres undefined) | 13 | -3.0 | 13 | 1.0 |
| O=C1N[C@@H](COCc2ccccc2)C(=O)N2CCN(Cc3ccc4ncccc4c3)C[C@H]12 | 1 | -1.0 | -15 | -0.1 |

The results go on.
SMILES	TEAD-YAP inh	GPR151 activ	MITF inh	FBW7 activator
CCC(C)NC(=O)C1CCCCN1S(=O)(=O)c1ccc(F)cc1 (centres undefined)	7	-1.2	2	0.0
NNC(=O)c1cc(-c2ccc(Cl)cc2)nc2ccccc12	6	1.0	-3	0.0
CC(NC(=O)CCc1ccccc1)c1nnc2n1CCN(Cc1cccc(F)c1)CC2 (centres undefined)	4	-1.1	5	-0.2
COC(=O)c1cc(N)cc([N+](=O)[O-])c1	-3	1.0	6	-0.1
CCOC(=O)c1cc2ccccc2nc1C	4	3.2	2	0.0
N#CC1=C(N)N(c2ccccc2)C2=C(C(=O)CCC2)C1c1ccc([N+](=O)[O-])cc1 (centres undefined)	-9	-0.9	5	-0.2
CCOc1cc(C2C(C(=O)OCc3ccccc3)=C(C)NC3=C2C(=O)CCC3)ccc1O (centres undefined)	5	0.3	2	0.0
CCOc1ccc2nc(NC(=O)CCC(=O)O)sc2c1	28	-1.4	6	0.0
O=C(NCCCN1CCCC1=O)c1csc(-c2cccs2)n1	10	-1.4	35	-0.2
CN(C)S(=O)(=O)c1cccc(NC(=O)Cc2ccc(Br)cc2)c1	-10	-0.4	2	0.2
O=C(NC1CCCCCCC1)c1ccc2nc3ccccc3c(=O)n2c1	-31	0.3	-10	0.0
Cc1ccc(CNC(=O)c2cnccn2)cc1	11	-0.4	5	0.1
Cc1ccnc(NC(=O)CCCc2ccccc2)c1	-17	-1.1	7	0.3
CCc1ccc(CNCc2cc(NC(=O)c3ccccn3)cc(C(=O)N(C)C)c2)cc1	2	10*	-5	0.0
CCOC(=O)/C(C#N)=C1\N=NNN1c1ccccc1	-5	0.3	-3	-0.2
CC(C(=O)Nc1ccc(F)c(F)c1)N1C(=O)c2ccccc2S1(=O)=O (centres undefined)	1	-1.8	6	0.4
CCOC(=O)C1=C(N)OC2=C(C(=O)CC(c3ccccc3)C2)C1c1ccccc1 (centres undefined)	0	-0.4	6	-0.1
Cc1cc(C(=O)Nn2c(-c3ccc(Br)cc3)nc3ccccc3c2=O)ccc1[N+](=O)[O-]	8	-1.5	18	0.0
C=C1C(=O)OCC(C)(C)N1C(=O)OCc1ccccc1	6	-0.2	4	-0.1
CC(=O)C1=C(O)C(=O)N(c2nc3ccccc3s2)C1c1ccccc1 (centres undefined)	-22	0.4	14	0.0
CN(C)CCN1C(=O)CC(CC(=O)N2CCOCC2)(c2ccccc2F)C1=O (centres undefined)	6	-0.2	0	0.9
COc1ccccc1/C=C/CN1CCNC(=O)C1CC(=O)NCCCc1ccccc1 (centres undefined)	-6	-1.4	1	-0.1
CCOC(=O)CC(=O)CSc1nc2sc(C(=O)OCC)c(C)c2c(=O)n1Cc1ccc(Cl)cc1	-8	-0.2	-6	-0.4
Cc1ccc(Oc2ncnc3c2cnn3-c2ccccc2)cc1	51*	0.7	8	-0.1
C=CCN(CC=C)Cc1ccc(OCC(O)CN2CCC(C(=O)OC)CC2)cc1 (centres undefined)	1	0.8	-3	0.0
O=C(c1ccc(F)c(F)c1)N1CCN(Cc2nc3ccccc3[nH]2)CC1	7	1.2	6	0.0
N#CC1=C(N)C(C#N)(C#N)C(c2cccc(OCC(N)=O)c2)C2COCC=C12 (centres undefined)	1	0.4	23	0.8
C=CCNC(=O)/C(=C/c1ccc(Br)cc1)NC(=O)c1ccco1	-4	-0.6	23	0.3
CCNC(=S)Nc1cccc(Cl)c1C	6	0.0	2	0.0
Cc1ccc2cc(C#N)c(NCCCNC(=O)c3ccncc3)nc2c1	11	-0.4	6	0.0
CC(=O)N1CCN(CC(O)COC(c2ccc(Cl)cc2)c2ccc(Cl)cc2)CC1 (centres undefined)	-13	-0.2	0	-0.2
Nc1ncnc(Nc2ccc(Cl)cc2C(=O)c2ccccc2Cl)c1[N+](=O)[O-]	5	-0.8	6	-0.1
CS(=O)(=O)NCC1CC(=O)N(Cc2ccc(F)cc2)C1 (centres undefined)	9	3.2	1	0.1
O=c1/c(=C\c2cccc([N+](=O)[O-])c2)sc2nc(-c3ccccc3)c(-c3ccccc3)n12	4	0.9	-3	0.0
COc1ccc(-c2nc3ccccc3s2)cc1OC(C)=O	58*	-3.2	20	0.8

Record cards, as listed above. Values in the order: TEAD-YAP inh | GPR151 activ | MITF inh | FBW7 activator
`Cc1ccc2cc(C#N)c(NCCCNC(=O)c3ccncc3)nc2c1` is entered as 11 | -0.4 | 6 | 0.0
`COc1ccc(-c2nc3ccccc3s2)cc1OC(C)=O` is entered as 58* | -3.2 | 20 | 0.8
